p53 reactivator: qHTS assay for re-activators of p53 using a Luc reporter; H1299 p53-A138V BP100-luciferase reporter, luminescence, 24 h; AID 504706, 2011; Potency, µM (highest dose often 92.2 µM), without a hit: at the highest dose activity change, positive = activation, hits mostly activators; hit rate 0.063% among 320,000; further: potency means the concentration at half of the fitted maximal effect; % of control where 0% means no effect; nearly all actives have a fitted effect of over 45% in size
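p53-null H1299 cells stably carrying temperature-sensitive p53-A138V and a BP100-luciferase reporter were pinned with compounds (4-point, 1:5 series) and held 24 hrs at 37 deg C. Luminescence was read 10 min after detection reagent.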
TSG101-PTAP inh: qHTS Assay for Iinhibitors of HIV-1 Budding by Blocking the Interaction of PTAP/TSG101; Tumor susceptibility gene 101 protein (Homo sapiens), Q99816; Fluorescence polarization, FITC-PTAP peptide / Tsg101 binding; Potency, µM (series often up to 115 µM), for the others: top-dose activity change, negative = inhibition, actives largely listed as inhibitors; 340,000 tested, under 10 active; AID 493005, 2010; active means well fitted inhibition curve with a large enough effect in the main read-out, with a control signal flat, not every such curve was filed as active; inconclusive means small, poorly fitted or top-dose-only effect, or effect the other way, or a change in a side signal; inactive means no such curve, though single readings can be large or run the other way; further: potency means the concentration at half of the fitted maximal effect; % of control where 0% means no effect
Target sequence (Q99816 whole entry, looked up): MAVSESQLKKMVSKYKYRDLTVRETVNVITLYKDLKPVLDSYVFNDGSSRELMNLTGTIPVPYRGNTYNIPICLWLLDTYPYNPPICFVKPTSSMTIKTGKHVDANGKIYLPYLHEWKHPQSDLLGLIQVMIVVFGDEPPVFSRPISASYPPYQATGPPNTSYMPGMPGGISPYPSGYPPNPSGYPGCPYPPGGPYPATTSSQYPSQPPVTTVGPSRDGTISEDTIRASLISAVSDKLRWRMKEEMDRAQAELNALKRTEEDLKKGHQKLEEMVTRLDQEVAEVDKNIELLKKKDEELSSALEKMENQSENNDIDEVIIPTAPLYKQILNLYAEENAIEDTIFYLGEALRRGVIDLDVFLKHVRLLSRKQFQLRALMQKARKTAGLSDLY
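Compounds were pin-transferred onto Tsg101 binding domain (10 uM final) in HEPES pH 7.5 buffer, then FITC-PTAP peptide was added at 50 nM final. After 20 min at RT, polarization reported peptide displacement across a qHTS concentration series.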
ASM inhibitor: Inhibitors of Secretory Acid Sphingomyelinase (S-ASM): qHTS | Sphingomyelin phosphodiesterase (Homo sapiens), P17405 | placental ASM, HMU-PC fluorogenic substrate, 60 min | Potency, µM (highest dose often 57.5 µM), for inactives: at the top dose activity change, negative = inhibition, actives largely listed as inhibitors | hit rate 0.006% among 340,000 | AID 504937, 2011; further: potency means the concentration at half of the fitted maximal effect
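HMU-PC0 cleavage (9 uM final) by human placental ASM, 60 min at 37 °C following 10 min compound exposure at RT; stopped at pH 10, fluorescence Ex 386/Em 447 nm.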
Eya2 inh: qHTS Assay for Inhibitors of the Phosphatase Activity of Eya2; hit rate 0.006% among 330,000; recombinant Eya2, OMFP fluorescence dephosphorylation (OMFP is methylfluorescein phosphate); Potency, µM (series often up to 76.9 µM), for the others: top-dose activity, negative = inhibition, hits mostly inhibitors; Protein phosphatase EYA2 (Homo sapiens), O00167; further: potency means the concentration at half of the fitted maximal effect; on the % scale 0 is the no-effect control and ±100 the full control effect
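Eya2 protein (added as 0.2 uM solution) was preincubated with compound for 10 min at ambient temperature in 50 mM HEPES pH 7.5, 50 mM NaCl, 5 uM MgCl2, 0.05% BSA, 1 mM DTT. OMFP (added at 50 uM) then reacted 10 min; fluorescence read at 485/525 nm.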
uPA surface inh: qHTS for Inhibitors of Cell Surface uPA Generation | Potency, µM (top dose mostly 38.3 µM), inactives show at the top dose activity change, negative = inhibition, usual class: inhibitors | hit rate 0.31% among 330,000 | AID 540303, 2011 | cell surface uPA generation assay, qHTS; active means well fitted inhibition curve with a large enough effect; inconclusive means small, poorly fitted or top-dose-only effect; inactive means no such curve, though single readings can be large or run the other way; tested in mouse RAW 264.7 cells; further: potency means the concentration at half of the fitted maximal effect; on the % scale 0 is the no-effect control and ±100 the full control effect; nearly all actives have a fitted effect of over 55% in size
USP2a block: qHTS Assay for Inhibitors of Ubiquitin-specific Protease USP2a Using CHOP2 as the Reporter; Ubiquitin carboxyl-terminal hydrolase 2 (Homo sapiens), O75604; USP2 core, Ub-CHOP2 coupled fluorogenic reporter, 485/531; Potency, µM (top dose mostly 38.3 µM), inactives show at the top dose activity change, negative = inhibition, most hits filed as inhibitors; hit rate 0.01% among 330,000; AID 463254, 2010;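 further: potency means the concentration at half of the fitted maximal effect; plate controls were DMSO wells for no effect and full inhibition by NEM control for full effect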
Target sequence (O75604 whole entry, looked up): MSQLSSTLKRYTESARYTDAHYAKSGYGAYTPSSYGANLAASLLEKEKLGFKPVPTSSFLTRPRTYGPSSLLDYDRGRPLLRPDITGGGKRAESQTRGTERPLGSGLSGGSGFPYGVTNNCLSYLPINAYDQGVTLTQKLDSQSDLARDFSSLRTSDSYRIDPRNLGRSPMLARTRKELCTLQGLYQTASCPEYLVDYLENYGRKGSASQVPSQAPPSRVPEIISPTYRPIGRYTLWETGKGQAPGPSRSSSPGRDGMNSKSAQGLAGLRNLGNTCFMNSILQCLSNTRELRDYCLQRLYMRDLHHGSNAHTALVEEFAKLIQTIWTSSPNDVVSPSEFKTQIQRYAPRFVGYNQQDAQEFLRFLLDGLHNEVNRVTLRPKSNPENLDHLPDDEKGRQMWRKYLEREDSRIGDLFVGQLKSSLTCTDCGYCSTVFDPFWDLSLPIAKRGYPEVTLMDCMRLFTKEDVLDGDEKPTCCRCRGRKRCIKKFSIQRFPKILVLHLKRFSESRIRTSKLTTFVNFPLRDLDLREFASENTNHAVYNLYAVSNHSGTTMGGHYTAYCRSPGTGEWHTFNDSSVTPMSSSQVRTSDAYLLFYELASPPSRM
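Deubiquitinase activity read as fluorescence (485/531 nm) after Ub-CHOP2 cleavage activates the enterokinase reporter on its substrate; USP2 core 10nM, Ub-CHOP2 and substrate 25nM each, 30min compound preincubation then 60min RT; data normalized to NEM, curves fitted.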
BRCA1 expr up: qHTS Assay to Identify Small Molecule Activators of BRCA1 Expression. MCF7-BRCA1-FFLuc reporter, luminescence, 48 h; response scale: scaled: vehicle 0%, 10 µM genistein 100%. AID 624202, 2012. hit rate 1.1% among 380,000. Potency, µM (top dose mostly 46.1 µM), for inactives: top-dose activation, hits mostly activators; further: potency means the concentration at half of the fitted maximal effect; nearly all actives have a fitted effect of over 80% in size; some results filed as inactive show a strong effect at the top dose
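Compounds are tested at multiple concentrations on MCF7 BRCA1-luciferase reporter cells seeded at 2000 per well; after 48 h, a single luminescence end-point is taken and curves fitted to the normalized data.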
a7 integrin act: qHTS for Activators of Integrin-Mediated Alleviation for Muscular Dystrophy | hit rate 0.064% among 350,000 | alpha7betagal myoblasts, beta-gal FDG fluorescence, 48 h | Potency, µM (highest dose often 38.3 µM), inactives show at the highest dose activation, actives largely listed as activators;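 further: potency means the concentration at half of the fitted maximal effect; 100% = response of the positive control SU9516; nearly all actives have a fitted effect of over 60% in size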
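alpha7betagal+/- myoblasts (passage 13, 250/well) treated 48 h at 37C with compounds at 1:260 dilution of DMSO stock. Lysed, then beta-galactosidase activity read as FDG fluorescence (ex 480/em 540) after 30 min, with pre-read for autofluorescence.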
ELG1 genotox: qHTS screen for small molecules that induce genotoxicity in human embryonic kidney (HEK293T) cells expressing luciferase-tagged ELG1; HEK293T ELG1-luciferase reporter, luminescence, 16 h; hit rate 1.3% among 330,000; Potency, µM (top dose mostly 46 µM), without a hit: at the highest dose activity change, positive = activation, usual class: activators; further: potency means the concentration at half of the fitted maximal effect; % of control where 0% means no effect; nearly all actives have a fitted effect of over 60% in size
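Genotoxic stress is detected as increased luminescence from luciferase-tagged ELG1 in HEK293T cells, measured with ONE-Glo after a 16 hr treatment at 37 °C.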
TRPV1 ag: HTS Assay for Compounds that Act as Agonists of the Vanilloid Receptor 1 | Transient receptor potential cation channel subfamily V member 1 (Homo sapiens), Q8NER1 | TRPV1-expressing cells, Fluo-8 calcium influx, agonist mode | activation, % at 8.33 µM | hit rate 0.19% among 320,000; in the data active means activation above about 80%; inconclusive means between about 30% and that limit; further: 0% is about no effect
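TRPV1-expressing cells were cultured overnight at 35.5C and loaded with Fluo-8 calcium dye for 40 to 90 min at room temperature. After a 10 s baseline, compound was added and calcium influx was read kinetically for 3 min (ex 480/em 520 nm).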
B2AR arrestin: qHTS assay of beta-arrestin-biased ligands of beta2-adrenergic receptor; AID 492947, 2010; beta-arrestin recruitment to beta2AR, cell-based reporter; Beta-2 adrenergic receptor (Homo sapiens), P07550; hit rate 0.02% among 330,000; Potency, µM (titrated, usually from 46.1 µM), for inactives: top-dose activation, hits mostly activators;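 further: potency means the concentration at half of the fitted maximal effect; 0% = DMSO controls and full agonism = EC100 isoproterenol or metaproterenol; nearly all actives have a fitted effect of over 65% in size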
* marks the source's active call; other numbers are inactive results; ? = inconclusive; / = no result given; [ ] = remark or other dose. Unless noted, the call rests on the fitted dose curve; in most records, active means well fitted curve in the direction sought with a large enough effect; inconclusive means small, poorly fitted or top-dose-only effect, or another doubt; inactive means no such curve, though single readings can be large; an effect the other way counts as inactive or inconclusive.

item	mol	p53 reactivator	TSG101-PTAP inh	ASM inhibitor	Eya2 inh	uPA surface inh	USP2a block
1	Cc1cccc(Cl)c1NC(=O)N1CCCN(c2ncccc2[N+](=O)[O-])CC1	-3%	-1%	-1%	1%	1%	0%
2	Cc1ccc(S(=O)(=O)N2CCOCC2)cc1NC(=O)COC(=O)CNC(=O)c1ccccc1	4%	-3%	4%	1%	0%	0%
3	CCc1ccccc1N(CC(=O)NC1CCCCC1)C(=O)CCCC(=O)Nc1ccccn1	-3%	0%	-1%	-24%	0%	-1%
4	COc1cc(NC(=O)CS(=O)(=O)c2ccccc2)cc(OC)c1OC	-2%	-6%	-1%	-27%	-1%	0%
5	CC(=O)c1sc(NC(=O)CCN2C(=O)C3CC=CCC3C2=O)nc1-c1ccccc1 (centres undefined)	-10%	0%	-4%	16%	11%	0%
6	COc1cc(SC)ccc1C(=O)Nc1nccs1	1%	-1%	3%	-6%	-12%	2%
7	C=CCn1c(SCC(=O)NCc2ccc3c(c2)OCO3)nc2scc(-c3ccccc3)c2c1=O	3%	-5%	-7%	7%	6%	2%
8	S=C1NCN(Cc2ccco2)CN1Cc1ccco1	1%	-2%	0%	-5%	-3%	2%

item	BRCA1 expr up	a7 integrin act	ELG1 genotox	TRPV1 ag	B2AR arrestin
1	-4%	-23%	-1%	1	-0.6%
2	-7%	-2%	1%	5	-0.7%
3	-15%	?	-7%	0	0.4%
4	0%	-12%	0%	0	-0.4%
5	-22%	-25%	-2%	0	0.5%
6	-6%	7%	?	13	0.1%
7	-43%	10%	-4%	16	0.1%
8	-13%	7%	0%	6	-0.3%

Next section; the last 2 above are carried over.
item	mol	p53 reactivator	TSG101-PTAP inh	ASM inhibitor	Eya2 inh	uPA surface inh	USP2a block
7	C=CCn1c(SCC(=O)NCc2ccc3c(c2)OCO3)nc2scc(-c3ccccc3)c2c1=O	3%	-5%	-7%	7%	6%	2%
8	S=C1NCN(Cc2ccco2)CN1Cc1ccco1	1%	-2%	0%	-5%	-3%	2%
9	COc1ccc(C)cc1S(=O)(=O)NC1CC1	9%	1%	4%	13%	-1%	1%
10	Cc1c(Cl)cccc1NC(=S)NCCc1ccc(C(F)(F)F)cc1	-4%	0%	-4%	-13%	-1%	-7%
11	O=C(Cn1cnc2c(oc3ccccc32)c1=O)c1ccccc1	?	-6%	-1%	7%	-2%	3%
12	CCOc1ccc(Br)cc1S(=O)(=O)N1CC(C)OC(C)C1 (centres undefined)	6%	-5%	-1%	7%	0%	2%
13	CCNC(=S)N(CCO)Cc1cc2cc3c(cc2[nH]c1=O)OCO3	/	0%	28%	-14%	9%	2%
14	O=C(Nc1ccccc1C(=O)Nc1ccccc1)c1ccccc1Br	/	-2%	-4%	/	8%	/
15	CCN(C(=O)c1cnc(N2CCN(c3ncccn3)CC2)c2ccccc12)c1cccc(Cl)c1	1%	-6%	-6%	-1%	4%	3%
16	CC(=O)Nc1cccc(Oc2ccc3c(c2)C(=O)N(CCC(=O)O)C3=O)c1	19%	-2%	6%	-33%	7%	-1%

item	BRCA1 expr up	a7 integrin act	ELG1 genotox	TRPV1 ag	B2AR arrestin
7	-43%	10%	-4%	16	0.1%
8	-13%	7%	0%	6	-0.3%
9	7%	24%	-2%	4	0.2%
10	-8%	?	-7%	14	0.5%
11	7.1µM*	-11%	?	9	0.1%
12	-9%	4%	0%	0	-0.1%
13	-23%	-47%[inhibitor]	4%	-2	-0.7%
14	-9%	-16%	/	/	/
15	-69%	-11%	-11%	25	0.2%
16	10%	12%	1%	4	-0.8%

(further entries)
item	mol	p53 reactivator	TSG101-PTAP inh	ASM inhibitor	Eya2 inh	uPA surface inh	USP2a block
17	Cc1ccc(S(=O)(=O)NC(=O)c2ccccc2F)cc1	15%	-1%	6%	8%	6%	1%
18	CCOC(=O)CNC(=O)CSc1nc(N)cc(N)n1	-7%	0%	2%	8%	2%	1%
19	FC(F)(F)c1cccc(Nc2nc(N3CCCC3)nc(N3CCCC3)n2)c1	2%	-1%	-5%	8%	2%	-8%
20	O=C(O)COc1ccccc1C1C2C(=O)N(c3ccc(F)cc3)C(=O)C2ON1c1ccccc1 (centres undefined)	-2%	-6%	3%	7%	-1%	2%
21	N=c1sccn1CC(=O)Nc1ccccc1-c1ccccc1	-11%	0%	1%	-5%	-1%	3%
22	Cn1c(CC(=O)Nc2ccccc2F)nnc1SCC(=O)NC1CCCC1	1%	-1%	0%	7%	2%	1%
23	CCOCCCNC(=O)c1cn(C)c(=O)c2cc(OC)c(OC)cc12	8%	-2%	5%	-2%	-4%	3%
24	Oc1ccc(C[C@H]2CNC(=S)N2CC2CCCN2C[C@H](Cc2ccc(O)cc2)N2C[C@H](Cc3ccc(O)cc3)N(CC3CCCCC3)C2=S)cc1 (some centres undefined)	/	-5%	?	/	-25%	/

item	BRCA1 expr up	a7 integrin act	ELG1 genotox	TRPV1 ag	B2AR arrestin
17	-1%	?	-8%	0	0.3%
18	13%	1%	-3%	-2	-0.7%
19	0%	5%	-1%	0	-0.8%
20	-2%	2%	2%	-2	-0.1%
21	-14%	27%	?	2	-1.7%
22	-19%	-19%	1%	-1	0.3%
23	-4%	-7%	0%	4	-0.3%
24	-79%	-43%	/	/	/

(list continues)
item	mol	p53 reactivator	TSG101-PTAP inh	ASM inhibitor	Eya2 inh	uPA surface inh	USP2a block
25	COc1ccc(OC)c(N(CC(=O)N2CCCC2)S(C)(=O)=O)c1	/	-5%	5%	4%	?	-1%
26	COc1ccccc1N(Cc1cc(=O)[nH]c2ccccc12)C(=O)C(C)C	1%	-7%	-2%	0%	3%	0%
27	Cc1ccc(S(=O)(=O)Cn2nnnc2CN2CCN(Cc3ccc4c(c3)OCO4)CC2)cc1	-1%	-2%	1%	9%	1%	-6%
28	O=C(c1cccc(Br)c1)N1CCN(C(=O)N2CCOCC2)CC1	8%	-6%	5%	-11%	-2%	1%
29	CCOC(=O)c1c(C)sc2c1N(C(=O)CN1CCOCC1)c1cc(Cl)ccc1S2	-5%	-3%	-1%	-11%	-9%	1%
30	O=S(=O)(Nc1ccc(Cc2ccncc2)cc1)c1ccc(Cl)s1	10%	-1%	2%	-1%	-1%	2%
31	CC(Oc1ccccc1F)C(=O)Nc1ccc2ccccc2c1 (centres undefined)	?	0%	1%	0%	2%	-1%
32	Cc1ccc(OCC(O)Cn2c(=N)n(CCN3CCOCC3)c3ccccc32)cc1 (centres undefined)	1%	1%	0%	3%	2%	1%
33	Nc1cc([N+](=O)[O-])ccc1N1C(=O)CCCC1=O	-1%	-13%	3%	1%	2%	-4%
34	Cc1ccc(-n2c(SCC(=O)N3c4ccccc4Sc4ccccc43)nnc2-c2ccncc2)cc1	8%	-1%	-1%	-6%	3%	1%
35	COc1ccccc1-c1nc(=S)c(C(C)=O)c(C)[nH]1	-1%	-2%	0%	0%	-10%	0%

item	BRCA1 expr up	a7 integrin act	ELG1 genotox	TRPV1 ag	B2AR arrestin
25	-3%	11%	2%	-3	-0.6%
26	-21%	12%	0%	-3	0.3%
27	-8%	-25%	-4%	-2	-0.2%
28	0%	17%	0%	-1	0.5%
29	-61%	-20%	-11%	19	-0.5%
30	-20%	25%	-3%	0	-0.2%
31	51%	1%	2%	?	0.0%
32	-28%	-40%	-1%	0	0.6%
33	-3%	-5%	0%	-5	-0.6%
34	-2%	-6%	-9%	2	-0.2%
35	-12%	-37%	1%	-4	2.0%

2 records picked at random from the list so far, as already listed:
item	mol	p53 reactivator	TSG101-PTAP inh	ASM inhibitor	Eya2 inh	uPA surface inh	USP2a block
25	COc1ccc(OC)c(N(CC(=O)N2CCCC2)S(C)(=O)=O)c1	/	-5%	5%	4%	?	-1%
35	COc1ccccc1-c1nc(=S)c(C(C)=O)c(C)[nH]1	-1%	-2%	0%	0%	-10%	0%

item	BRCA1 expr up	a7 integrin act	ELG1 genotox	TRPV1 ag	B2AR arrestin
25	-3%	11%	2%	-3	-0.6%
35	-12%	-37%	1%	-4	2.0%

Screening data as filed in PubChem.

Rows were taken by chance, and some 2.6% of all compounds hit somewhere here.
